Screens as filed in PubChem BioAssay.
PHOSPHO1 inh – PHOSPHO1 (human) inhibition; Q8TCT1; recombinant PHOSPHO1, absorbance phosphatase assay; inhibition, % at 13.3 µM; 290,000 compounds, 1.1% hits; in the data active means inhibition above about 60%
Target sequence (Q8TCT1 whole entry, looked up): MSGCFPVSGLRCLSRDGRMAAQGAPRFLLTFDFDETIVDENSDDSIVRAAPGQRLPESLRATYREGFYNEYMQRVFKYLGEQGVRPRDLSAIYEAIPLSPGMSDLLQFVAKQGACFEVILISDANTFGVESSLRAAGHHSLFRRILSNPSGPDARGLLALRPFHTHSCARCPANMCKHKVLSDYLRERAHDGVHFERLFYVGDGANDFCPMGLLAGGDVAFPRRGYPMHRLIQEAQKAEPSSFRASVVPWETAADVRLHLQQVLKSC
MEKK2mut PB1 HTS – signal of MEK5 binding to mutant human MEKK2 PB1 domain; bead flow cytometry, Alexa488-MEK5 binding to MEKK2 mutant; AID 1530; 290,000 compounds, 0.35% hits; percent response, % at 10 µM; in the data active means percent response above about 24%, passing the limit was not always enough; further: inactives centre near 1; some results filed as inactive read as strong as hits; reference of the scale not given here
OXTR agonist – agonists of human oxytocin receptor; activation, % at 3 µM; 320,000 compounds, 0.32% hits; P30559; CHO-OTR cells, Fluo-8 calcium fluorescence; normalized: DMSO 0%, oxytocin 100%;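 active means activation above the mean of all tested compounds plus 3 SD, cutoff set per screening run, cut at about 20% in these data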;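 further: peak over basal fluorescence ratio from a 100 s FLIPR kinetic read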
MEKK3 PB1 HTS – raises or lowers MEK5 binding to the human MEKK3 PB1 domain; Q99759; 290,000 compounds, 1.4% hits; binding response (% of control), % at 10 µM; bead-based flow cytometry, Alexa488-MEK5 binding to MEKK3; actives lie on both sides; 0 = blocked by unlabeled MEK5, 100 = vehicle;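 active means binding response more than 3 SD above or below the average of its plate-row segment, actives on both sides; inconclusive means wells at one plate position flagged as instrument error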;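 further: Alexa488 bead fluorescence after subtracting the streptavidin-only scavenger bead signal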
Target sequence (Q99759 whole entry, looked up, the tested form may be a part): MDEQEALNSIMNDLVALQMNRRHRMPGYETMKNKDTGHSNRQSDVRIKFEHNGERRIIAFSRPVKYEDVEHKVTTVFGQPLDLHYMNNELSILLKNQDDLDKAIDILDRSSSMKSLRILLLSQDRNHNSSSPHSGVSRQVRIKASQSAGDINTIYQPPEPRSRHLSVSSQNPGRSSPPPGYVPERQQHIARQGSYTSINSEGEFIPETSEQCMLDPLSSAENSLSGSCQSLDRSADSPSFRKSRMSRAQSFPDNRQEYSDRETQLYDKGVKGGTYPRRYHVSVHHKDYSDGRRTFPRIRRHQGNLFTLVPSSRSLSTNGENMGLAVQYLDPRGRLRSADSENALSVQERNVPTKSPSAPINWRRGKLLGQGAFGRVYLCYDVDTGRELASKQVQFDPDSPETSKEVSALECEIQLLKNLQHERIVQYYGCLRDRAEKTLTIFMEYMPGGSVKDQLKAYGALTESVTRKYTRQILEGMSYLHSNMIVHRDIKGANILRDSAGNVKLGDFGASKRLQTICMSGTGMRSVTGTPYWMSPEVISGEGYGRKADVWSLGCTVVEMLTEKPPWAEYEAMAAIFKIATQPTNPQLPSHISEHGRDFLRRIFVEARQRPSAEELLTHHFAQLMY
MEKK2 WT-MEK5 – raises or lowers MEK5 binding to wildtype human MEKK2 PB1 domain; bead flow cytometry, Alexa488-MEK5 binding to MEKK2 WT; actives lie on both sides; AID 1531; 290,000 compounds, 1.1% hits; Q9Y2U5; binding response (% of control), % at 10 µM; in the data active means binding response below about 67% or above about 130%; inconclusive means no clear call, values can overlap the other calls; inactive means in between
GPR7 antag – human neuropeptides B/W receptor 1 antagonism. GPR7-expressing cells, fluorescence antagonist assay. inhibition, % at 4.4 µM. 290,000 compounds, 1.1% hits. AID 1861; in the data active means inhibition above about 16%, passing the limit was not always enough;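 further: cells stimulated with the agonist NPW; 0% = agonist with vehicle and 100% = vehicle without agonist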
DNA FID counter – counter-screen for HCV NS3 helicase inhibitors: DNA intercalator displacement. inhibition, % at 7.9 µM. DNA fluorescent intercalator displacement, fluorescence. 290,000 compounds, 0.17% hits; in the data active means inhibition above about 37%;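 further: 0% = vehicle and 100% = reference compound; higher means more ethidium bromide displaced from hairpin DNA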
PfM18AAP inh – blocks P. falciparum M18 aspartyl aminopeptidase | recombinant PfM18AAP, H-Glu-NHMec fluorogenic cleavage | inhibition, % at 7.35 µM | 290,000 compounds, 1.2% hits | AID 1822;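 active means inhibition above the campaign mean inhibition over all tested compounds plus 3 SD, cut at about 28% in these data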;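 further: 0% = plate median of test compound wells and 100% = 2 mM ZnCl2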
NALP1 yeast inh – blocks the NALP1 inflammasome reconstituted in yeast | AID 2071 | S. cerevisiae NALP1/ASC/caspase-1 growth, X-gal OD620, 72 h | 280,000 compounds, 0.61% hits | inhibition, % at 10 µM; in the data active means inhibition mostly above about 24%, no sharp cut-off; inactive means mostly below about 32%; further: some compounds called inactive have numbers as strong as hits
* = called active by the depositor; ? = inconclusive; . = no result given.

Every second line gives: PHOSPHO1 inh	MEKK2mut PB1 HTS	OXTR agonist	MEKK3 PB1 HTS	MEKK2 WT-MEK5	GPR7 antag	DNA FID counter	PfM18AAP inh	NALP1 yeast inh
COc1cc(SC)ccc1C(=O)Nc1ccc(C)cc1
    32	-6	-2.7	106	89	1	-12	-2	7
CN1CCN(S(=O)(=O)c2ccc(NC(=O)Nc3cccc(Cl)c3)cc2)CC1
    -7	11	4.6	99	122	3	16	-3	1
Clc1ccc2nc(-c3ccncc3)cc(-c3ccccc3)c2c1
    -19	1	0.0	113	101	-8	-1	-16	19
Cc1cc(C)nc(NC(=O)c2cc(Br)ccc2Cl)n1
    42	-6	-1.1	97	95	-8	-3	-8	5
CN(C)CCn1c(N)nc2ccccc21
    2	0	1.3	104	98	-3	6	-5	7
Cc1cc(C)nc(NS(=O)(=O)c2ccc(NC(=O)CCC3COc4ccccc4O3)cc2)n1 (stereo not given)
    7	4	-0.9	105	103	-1	-30	2	2
S=C(NCc1ccc2c(c1)OCO2)NC1CC1
    27	-1	-1.3	99	104	-3	-1	-2	-25
COc1ccc(N(C(C)=O)c2nc(C)cc(C)c2C#N)c(OC)c1
    10	1	1.1	100	95	0	-20	2	4
CCOC(=O)N1CCC(N2C(=O)c3ccccc3C2Nc2ccc3c(c2)OCCO3)CC1 (stereo not given)
    -21	-2	-0.1	94	94	2	-29	-1	-32
CC1=C(C(=O)OC(C)C)C(c2cn(-c3ccccc3)nc2-c2cccs2)NC(=O)N1 (stereo not given)
    -8	.	2.8	97	.	3	-5	-5	26
CC(=O)c1ccc(N2CCN(C(=O)Nc3cccc(F)c3)CC2)cc1
    44	1	2.9	103	102	4	-14	3	11
O=C(Cn1c(=O)oc2ccccc21)Nc1ccccc1Cl
    14	4	1.1	102	102	-1	-1	-4	16
COc1ccc(-c2cc(C)no2)cc1S(=O)(=O)NCCCN(C)Cc1ccccc1
    17	9	-0.1	99	115	4	14	4	3
COc1cc(/C=C/C(=O)NCCc2ccc(S(N)(=O)=O)cc2)ccc1OCC#N
    20	-5	0.7	92	94	-7	-25	-17	.
COc1ccc(N(CC(=O)NCCC(C)C)C(=O)c2snc(C(=O)NC3CCCCC3)c2N)c(OC)c1
    27	-3	.	98	89	-24	-34	8	2
COc1ccc(NC(=S)NCCc2c[nH]c3ccccc23)c(OC)c1
    -3	-3	3.1	84	90	4	-5	1	12
Cc1ccc(CNC(=O)C(=O)Nc2nccs2)cc1
    -12	6	-0.5	108	109	-10	-4	4	-11
CCN(CC)CCOC(=O)c1ccc(NC(=O)CCNC(=O)Cn2ccc3ccccc3c2=O)cc1
    -2	2	0.0	105	109	-6	-4	-10	-3
CCOc1ccc(CN2CCNC(=O)C2CC(=O)NCCN2CCOC2=O)cc1 (stereo not given)
    -20	0	1.8	97	105	-5	0	2	-13
Cc1ccc(C2(CC(=O)O)CCOC(C)(C)C2)cc1 (stereo not given)
    0	3	0.9	106	102	-11	-1	2	10
Cc1ccc(NC(=O)CCC2CC(C)(C)OC2=O)cc1 (stereo not given)
    -8	-12	0.0	74	71	-14	-10	-10	4
O=S(=O)(NCc1cccnc1)c1ccc(Cl)nc1
    38	7	-0.5	102	105	2	7	-2	-8
Cc1cccc(CCNS(=O)(=O)c2ccc3c(c2)NC(=O)CO3)c1
    37	1	1.7	97	97	-7	-24	2	-27
C=CCN1C(=O)C(CC(=O)Nc2ccccc2)SC1=Nc1ccc(S(N)(=O)=O)cc1 (stereo not given)
    46	4	0.7	101	106	7	-4	-8	4
OCCN(Cc1ccccc1)Cc1cccc(C(F)(F)F)c1
    5	-7	-1.1	93	92	-6	13	-1	.
COC(=O)c1ccc(CNC(=O)CCc2c[nH]c3ccccc23)cc1
    39	2	1.5	102	102	8	-11	4	0
Cc1ccc(OCc2ccccc2Br)c([N+](=O)[O-])n1
    32	-3	-1.7	103	103	3	-7	0	3
Cc1ccc(C(=O)N2CCN(C3c4cccc5cccc(c45)C3NS(=O)(=O)c3ccccc3)CC2)cc1 (stereo not given)
    -102	-27	1.0	75	79	3	-20	3	-1
CCOC(=O)c1ccccc1NC(=O)c1ccc2c(=O)n3c(nc2c1)CCCCC3
    -10	8	-0.3	109	101	-13	-14	2	-73
CCOC(=O)c1c(S(=O)(=O)NCC(=O)NCc2ccccc2)c(C)n(C)c1C
    13	-3	-1.0	102	101	5	-26	-3	27

(cont.)
Every second line gives: PHOSPHO1 inh	MEKK2mut PB1 HTS	OXTR agonist	MEKK3 PB1 HTS	MEKK2 WT-MEK5	GPR7 antag	DNA FID counter	PfM18AAP inh	NALP1 yeast inh
CCOC(=O)C(CC)/C(C)=N/NC(=O)c1ccccc1[N+](=O)[O-] (stereo not given)
    50	-9	-0.4	89	89	-8	-5	1	6
COc1ccc(Nc2nc(C)cc(=O)[nH]2)c(OC)c1
    12	-1	1.0	94	94	9	0	-14	12
O=C(NCCN1CCN(c2ccccc2)CC1)Nc1cccc(Br)c1
    33	17	13	107	119	15	12	0	13
COc1ccccc1-c1cc(C(F)(F)F)nc(N2CCN(c3ccc(F)cc3)CC2)n1
    2	-2	0.1	103	104	-1	2	3	24
O=C(O)CNC(=O)c1ccccc1Br
    27	-15	0.1	96	87	-6	8	-1	2
Cc1nn(C(C)C(=O)N2CCCCC2)c(=O)c2c1sc1ccccc12 (stereo not given)
    16	.	-0.8	.	.	2	-9	4	15
CCc1nnc(NC(=O)CSc2nnc(CNc3cccc(C)c3)n2-c2ccccc2)s1
    47	1	-0.5	102	103	-12	-16	-11	-1
O=C(CCCN1C(=O)/C(=C\c2cccs2)SC1=S)NNC(=O)c1cccnc1
    28	-9	-1.6	87	88	7	2	2	1
Cc1cccc(Oc2ccc(C(=O)NC3CCSC3=O)cn2)c1C (stereo not given)
    9	1	1.7	103	103	1	-12	-4	-3
COc1ccc(CCNc2c3ccccc3nc3ccccc23)cc1OC
    12	6	1.7	103	103	-7	10	-1	-3
Oc1cccc(/C=N/c2c(-c3ccco3)nc3ccccn23)c1
    7	6	1.1	103	103	5	4	10	-4
O=C(COC(=O)CCc1ccc(S(=O)(=O)N2CCOCC2)cc1)NC1CCCCCC1
    1	-1	3.7	105	102	-5	-35	-5	6
COc1ccc(C(=O)NC(=S)N2CCC(C)CC2)cc1
    69*	4	-1.4	111	113	5	-6	0	-4
COC(=O)C1=C(C)Nc2nnnn2C1c1ccc(Cl)cc1Cl (stereo not given)
    10	13	0.5	106	104	9	-3	1	-2
CCCC(=O)NC(NC(=S)Nc1ccc(N=Nc2ccccc2)cc1)C(Cl)(Cl)Cl (stereo not given)
    9	4	12	121	131	-10	-1	-1	14
Cc1cccc(N2CN(Cc3ccco3)CNC2=S)c1C
    17	-1	0.5	105	95	-6	-5	-1	15
COc1cccc(NC(=O)NC(C)C2CC3CCC2C3)c1 (stereo not given)
    44	-2	-1.3	100	97	-1	-9	-8	-10
NC(=O)c1ccccc1N
    .	2	1.6	101	101	.	.	.	.
COc1ccc(-c2ccc(/C=C3\C(=O)N(c4ccccc4)N=C3c3ccccc3)o2)c([N+](=O)[O-])c1
    -14	-7	0.9	88	87	0	0	-15	-8
Cc1ccc(NC(=S)NN2CCN(C)CC2)cc1
    -3	-2	0.6	96	95	1	5	-6	23
Cc1cc(C)cc(SCc2noc(C(=O)NCCC(C)C)c2C(=O)NCCC(C)C)c1
    .	2	2.1	103	110	.	.	.	.
O=C(N/N=C/c1cccc(Oc2ccc([N+](=O)[O-])cc2[N+](=O)[O-])c1)c1cncc(Br)c1
    28	-24	5.2	?	?	11	1	-8	23
O=C(COc1ccc(Cl)cc1Cl)N(Cc1ccco1)C1CCS(=O)(=O)C1 (stereo not given)
    -12	-2	5.8	97	93	0	-24	-10	20
Cc1ccc(S(=O)(=O)NCC(=O)N/N=C/c2ccc(Cl)cc2)cc1
    -1	-3	-2.0	100	96	-6	-7	4	-16
Cc1cccc(-c2csc(N)c2C(=O)OC(C)C)c1
    -6	2	-1.8	96	100	-26	-11	26	-48
CCCCn1nc(NC(=O)COC)c2cc3cc(OC)ccc3nc21
    9	4	-2.4	106	105	2	-25	2	6
CCC(C)[C@H]1CNC(=S)N1CCc1cccc2ccccc12 (stereo not given in full)
    13	-9	-2.0	83	92	.	.	.	.
COc1ccc(C(=O)C2CCN(CC(=O)NCc3ccccc3)CC2)cc1
    26	-4	2.4	102	97	-3	-4	-3	16
COC(=O)c1cc2c(ccn2-c2ccc(F)cc2)n1Cc1ccc(C#N)cc1
    -2	-6	9.6	88	91	-9	2	-7	25
COc1cccc(NC(=O)Cn2c(CCC(=O)O)ccc2-c2ccccc2)c1
    -22	-12	0.7	95	79	-5	-9	4	0

Some of the entries so far, field by field:
Cc1cc(C)cc(SCc2noc(C(=O)NCCC(C)C)c2C(=O)NCCC(C)C)c1
- PHOSPHO1 inh: .
- MEKK2mut PB1 HTS: 2
- OXTR agonist: 2.1
- MEKK3 PB1 HTS: 103
- MEKK2 WT-MEK5: 110
- GPR7 antag: .
- DNA FID counter: .
- PfM18AAP inh: .
- NALP1 yeast inh: .
O=C(N/N=C/c1cccc(Oc2ccc([N+](=O)[O-])cc2[N+](=O)[O-])c1)c1cncc(Br)c1
- PHOSPHO1 inh: 28
- MEKK2mut PB1 HTS: -24
- OXTR agonist: 5.2
- MEKK3 PB1 HTS: ?
- MEKK2 WT-MEK5: ?
- GPR7 antag: 11
- DNA FID counter: 1
- PfM18AAP inh: -8
- NALP1 yeast inh: 23

(list continues)
Every second line gives: PHOSPHO1 inh	MEKK2mut PB1 HTS	OXTR agonist	MEKK3 PB1 HTS	MEKK2 WT-MEK5	GPR7 antag	DNA FID counter	PfM18AAP inh	NALP1 yeast inh
O=C(NCC1COc2ccccc2O1)C1C2C=CC3(CN(Cc4cccs4)C(=O)C13)O2 (stereo not given)
    -12	0	0.2	99	100	4	-24	-10	-8
CSCCC(NS(=O)(=O)c1ccc(Cl)cc1)C(=O)OCC(=O)N1CCCc2ccccc21 (stereo not given)
    -2	-8	3.0	101	99	8	-39	0	21
CCCCNC(=O)COC(=O)c1ccc(F)cc1Cl
    4	0	-2.2	103	101	-5	-1	3	20
CS(=O)(=O)N(CC(=O)NCc1ccccn1)c1ccc2c(c1)OCCO2
    14	4	0.6	101	101	-6	-1	-3	25
CN1CCN(C2=Nc3c(Cl)cc(Cl)c4cccc2c34)CC1
    24	-3	2.7	97	98	-1	19	7	5
Cc1cc(C(=O)Nc2c(F)cc(F)cc2Br)cs1
    17	3	-1.3	100	103	12	-2	-1	26
COC(=O)C1=C(C)Nc2c(c(=O)n(C)c(=O)n2C)C1c1ccc(C)cc1 (stereo not given)
    -10	-4	-0.5	75	85	-10	-2	-6	4
Cc1cc(Nc2ccccc2)n(C(=O)c2ccccc2)n1
    12	.	-3.1	.	.	-8	-1	6	15
O=C(O)CCCSc1nccn1-c1ccccc1
    37	-6	0.5	103	102	-5	1	3	4
O=C(CSc1nnc(-c2cccnc2)s1)Nc1ccnc2ccccc12
    6	9	13	103	109	1	-9	-2	23
CC(=O)Nc1ccccc1-c1nnc(SCc2ccccc2Cl)[nH]c1=O
    24	4	-0.1	101	99	9	-15	6	-3
COc1cc(Cc2nc3ccc(S(=O)(=O)N4CCOCC4)cc3[nH]2)cc(OC)c1OC
    15	-1	0.8	98	96	2	-11	-5	-22
Cc1nn(-c2cccc(C(F)(F)F)c2)c(Cl)c1/C=N/Nc1cccc(C(=O)O)c1
    -6	-3	-1.1	89	88	-6	-27	21	4
Cc1cccn2cc(CSc3nnc(Nc4ccc(C(C)C)cc4)s3)nc12
    9	-3	-2.0	102	113	0	-2	6	18
COCCCN(CC(=O)NCc1ccccc1)S(=O)(=O)c1ccc(C)cc1
    25	6	-0.9	108	106	-8	-16	-4	4
O=C(CN1CCN(C(=O)c2ccccc2)CC1)Nc1ccc(Br)cn1
    -18	-14	0.9	98	96	0	-15	-2	15
